# Nrf2 block: Nrf2 qHTS screen for inhibitors | A549 ARE-Fluc reporter, luciferase luminescence, 18-24 h | 360,000 tested, 2.1% active | Potency, µM (series often up to 46 µM), inactives show at the top dose activity change, negative = inhibition, usual class: inhibitors; also: potency is read from the fitted curve at half-maximal effect; % is scaled to controls: 0 for no effect and ±100 for the full control effect; nearly all actives have a fitted effect of over 60% in size
#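 Nrf2 function is reported as luminescence of an ARE-controlled luciferase in A549 cells. Compounds were tested at several concentrations, and a CellTiter-Fluor read on the same wells flagged cytotoxicity.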
# pAkt inh: HTS Assay for Inhibitors of Akt Phophorylation: Primary Screen; Neuro2A IGF-stimulated pAkt S473 HTRF, 20 min; stronger effect = lower value; activity change, % for hits at 50 µM; 360,000 tested, 0.32% active; AID 651550, 2012; in the data active = activity change below about -80%; inconclusive = mostly about -51% to -80%; also: % is scaled to controls: 0 for no effect and ±100 for the full control effect
#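 Single-point screen (50 µM final compound) in Neuro2A cells stimulated 20 min with 6 nM IGF at 37 deg C. After lysis, Ser473-phosphorylated Akt read by HTRF (ex 330 nm, em 615/665 nm) as the 665/615 ratio.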
# Abeta rescue: qHTS for compounds that reverse cellular toxicity of Amyloid beta (A-beta) peptide in yeast: Primary Screen; Potency, µM (doses to about 46.1 µM), inactives show top-dose growth rescue, hits mostly activators; 410,000 tested, 0.063% active; yeast expressing A-beta42, growth rescue, OD600, 48 h; response scale: 0% DMSO, 100% iron-clioquinol control; also: potency is read from the fitted curve at half-maximal effect; nearly all actives have a fitted effect of over 55% in size
#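 Yeast A-beta toxicity model in growth medium with pinned compounds, 48 h at 30 C; growth read as absorbance at 600 nm. Normalized to FeCl3/clioquinol equimolar mix (positive) and DMSO (negative).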
# MmCpn inh: Inhibitors of TCP-1 ring complex (TRiC) of Methanococcus maripaludis (MmCpn): qHTS; Potency, µM (doses to about 76.9 µM), for inactives: at the highest dose activity, negative = inhibition, usual class: inhibitors; Chaperonin Mm-Cpn (Methanococcus maripaludis); 330,000 tested, 0.031% active; purified Mm-Cpn ATPase, ADP Transcreener TR-FRET; also: potency is read from the fitted curve at half-maximal effect; % is scaled to controls: 0 for no effect and ±100 for the full control effect; nearly all actives have a fitted effect of over 80% in size
#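 Quantitative HTS used 25 nM Mm-CPN and 10 uM ATP in magnesium/KCl Tris buffer, pH 7.4, with 1 mM DTT. Hydrolysis ran 30 min at 37°C; ADP was read by HTRF.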
# Nrf2 ARE act: qHTS of Nrf2 Activators | 410,000 tested, 0.31% active | AID 624171, 2012 | AREc32 ARE-luciferase reporter (MCF7-derived line), luminescence, 24 h | Potency, µM (highest dose often 46.1 µM), for the others: top-dose activation, actives largely listed as activators; also: potency is read from the fitted curve at half-maximal effect; % of control where 0% means no effect; nearly all actives have a fitted effect of over 65% in size
#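 Cells of the AREc32 ARE-luciferase line are plated in OPTI-MEM containing 5% FBS and left overnight at 37 deg C. Compounds are pinned in, incubation continues 24 hr, and firefly luciferase signal is then measured.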
# HepG2 tox: qHTS for Inhibitors of TGF-b: Cytotox Counterscreen | 410,000 tested, 0.76% active | HepG2 CAGA-GFP viability, ATP luminescence, 18 h | Potency, µM (top dose mostly 46.1 µM), inactives show at the highest dose activity change, negative = cytotoxicity, hits mostly cytotoxic | AID 588856, 2011; also: potency is read from the fitted curve at half-maximal effect; some results filed as inactive show a strong effect at the top dose
#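 HepG2 CAGA-GFP cells (1000/well, DMEM with 1% FBS) received compound, then TGF-beta at 500 pg/mL final, and were incubated 18 hours at 37 degrees C. Viability was read by CellTiter-Glo luminescence. Media-only wells were set as complete cell-killing and DMSO as no toxicity.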
# TGFb SMAD3 inh: qHTS for Inhibitors of TGF-b. HepG2 CAGA-GFP TGF-b/SMAD3 reporter, GFP fluorescence, 18 h; TGF-beta stimulated, 500 pg/mL final. Potency, µM (titrated, usually from 46.1 µM), without a hit: at the highest dose activity, negative = inhibition, usual class: inhibitors. 410,000 tested, 1.2% active. AID 588855, 2011; also: potency is read from the fitted curve at half-maximal effect; % is scaled to controls: 0 for no effect and ±100 for the full control effect; nearly all actives have a fitted effect of over 65% in size
#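 HEPG2 CAGA-GFP reporter cells (1000/well, DMEM with 1% FBS) received compounds, then recombinant TGF-beta at 500 pg/mL final for 18 hours at 37 degrees C. Per-cell GFP summed per well was normalised to unstimulated and stimulated DMSO controls before curve fitting.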
# A549 tox: Nrf2 qHTS screen for inhibitors: counterscreen for cytotoxicity. A549 ARE-Fluc cells, CellTiter-Fluor viability, 18-24 h. Potency, µM (top dose mostly 46 µM), for inactives: at the highest dose activity change, negative = cytotoxicity, most hits filed as inhibitors. 390,000 tested, 0.16% active; also: potency is read from the fitted curve at half-maximal effect; % is scaled to controls: 0 for no effect and ±100 for the full control effect
#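 A549 ARE_Fluc cells in 5% FBS OPTI-MEM were exposed to compounds in concentration-response for 18-24 h at 37 deg C. Viability was read by CellTiter-Fluor fluorescence (Ex 405/Em 525) after 30 min, before the luciferase read.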
# CCT modulator: High-Throughput Screening for Modulators of Cytosolic Chaperonin Activity. purified chaperonin ATPase assay, HTRF ADP detection, 30 min. activity change, % (test concentration not listed), hits read low. 360,000 tested, 0.3% active. AID 651819, 2012; in the data active = activity change below about -30%; also: % is scaled to controls: 0 for no effect and ±100 for the full control effect
#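 First, chaperonin was dispensed at 40 nM or 20 nM final depending on batch activity. Next, compounds were pinned at 76 uM and ATP added at 10 uM. After 30 min at 37 °C, ADP detection reagents ran 30 min at ambient temperature.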
# * hit, by the source's call; i = inactive; u = inconclusive; x = no result given; & = joins results of further samples; [ ] = remark or other dose. Unless noted, calls follow the shape of the dose curve; as a rule, active = well fitted curve in the direction sought with a large enough effect; inconclusive = small, poorly fitted or top-dose-only effect, or another doubt; inactive = no such curve, though single readings can be large; an effect the other way counts as inactive or inconclusive.
1. COc1cc(=O)oc(-c2ccccc2)c1C(C)=O
2. O=C(NC1CCCC1)C(c1ccc(N2CCOCC2)cc1)N(Cc1ccccc1)C(=O)c1ccco1 (centres undefined)
3. O=C(COc1ccccc1)Nc1ncn[nH]1
4. O=[N+]([O-])c1ccc(-c2ccc(S(=O)(=O)N3CCOCC3)cc2)cc1
5. CCCCCOCC1CC(C/C(C)=N/NC(N)=O)(C(=O)OCC)C(=O)O1 (centres undefined)
6. Cc1ccc(C)c(NC(=O)CSc2nncn2C)c1
7. O=C(Nc1ccc2ccccc2c1)c1ccc(Cl)cc1Cl
8. COc1ccc(NC(=O)NC2(C(=O)N3CCCCCC3)CCCCC2)cc1
9. CCOC(=O)c1cc2c(=O)n3ccccc3nc2n(C)c1=NC(=O)c1cc2ccccc2o1
10. COc1ccc(-c2coc3c(C(=O)NCc4ccco4)cccc23)c(C)c1

assay / compound	1	2	3	4	5	6	7	8	9	10
Nrf2 block	15%	2%	4%	0%	13%	-20%	u	0%	x	x
pAkt inh	i	i	i	i	i	i	i	i	x	i
Abeta rescue	-13%	13%	3%	-12%	2%	2%	-8%	-15%	-13%	-20%
MmCpn inh	x	-1%	3%	-1%	-4%	0%	-5%	0%	x	x
Nrf2 ARE act	0.3%	-0.6%	0.3%	-0.9%	0.4%	1.7%	0.1%	1.6%	-0.5%	-1.0%
HepG2 tox	26%	-2%	1%	9%	6%	-17%	-6%	-6%	-14%	-7%
TGFb SMAD3 inh	7%	-1%	7%	3%	-6%	-10%	u	2%	-3%	u
A549 tox	0%	-7%	10%	-2%	0%	0%	-2%	12%	-3%	x
CCT modulator	-3.0	-1.7	-1.2	0.3	-41*	0.5	-2.4	0.7	x	-0.3

# Reformatted as labelled records: two of the compounds above
6. Cc1ccc(C)c(NC(=O)CSc2nncn2C)c1
- Nrf2 block: -20%
- pAkt inh: i
- Abeta rescue: 2%
- MmCpn inh: 0%
- Nrf2 ARE act: 1.7%
- HepG2 tox: -17%
- TGFb SMAD3 inh: -10%
- A549 tox: 0%
- CCT modulator: 0.5

7. O=C(Nc1ccc2ccccc2c1)c1ccc(Cl)cc1Cl
- Nrf2 block: u
- pAkt inh: i
- Abeta rescue: -8%
- MmCpn inh: -5%
- Nrf2 ARE act: 0.1%
- HepG2 tox: -6%
- TGFb SMAD3 inh: u
- A549 tox: -2%
- CCT modulator: -2.4

# Next records:
11. C=CCN(c1ccccc1)S(=O)(=O)c1cccc(C(=O)NCc2ccncc2)c1
12. Cc1onc(-c2c(Cl)cccc2Cl)c1C(=O)c1c[nH]c(C(=O)NCC2CCCO2)c1 (centres undefined)
13. CC(C)C(=O)N1CCN(c2ccccc2N)CC1
14. CCN1C(=O)C(CC(=O)Nc2cccc(C(C)=O)c2)S/C1=N\c1ccccn1 (centres undefined)
15. CC(C)c1ccccc1NC(=O)Nc1ccc2c(c1)OCO2
16. O=C(NC1CCN(C(=O)N2CCOCC2)CC1)c1ccccc1
17. COc1ccccc1N1CCSC1C(N)=O (centres undefined)
18. Cc1ccc(S(=O)(=O)N(C)CC(=O)Nc2ncccc2C)cc1
19. N#Cc1ccc(NC(=O)C2CC(c3ccc(F)cc3)=NO2)cc1 (centres undefined)
20. Cc1ccc(-c2noc(-c3ccccc3NC(=O)C3CC(=O)N(c4ccccc4C)C3)n2)cc1 (centres undefined)

assay / compound	11	12	13	14	15	16	17	18	19	20
Nrf2 block	u	u	1%	1%	-3%	22%	-5%	11%	-2%	29%
pAkt inh	i	i	i	i	i	i	i	i	i	x
Abeta rescue	5%	0%	-5%	7%	5%	15%	-9%	3%	-10%	-10%
MmCpn inh	0%	1%	-1%	1%	-1%	2%	-4%	-5%	2%	x
Nrf2 ARE act	2.1%	0.3%	0.2%	0.6%	0.0%	0.3%	-0.4%	-0.3%	0.1%	5.6%
HepG2 tox	-19%	16%	-1%	5%	-13%	-2%	1%	-82%	-6%	-4%
TGFb SMAD3 inh	0%	1%	11%	-24%	-1%	-3%	-7%	38%	2%	-1%
A549 tox	-4%	-6%	1%	6%	13%	3%	-4%	12%	-5%[1.84 µM]	0%
CCT modulator	-2.0	0.1	-0.1	-4.3	-9.1	-3.0	-1.0	-4.4	0.4	x

21. COc1ccc(N2CCN(C(=O)c3cc(-c4ccc(C)c(F)c4)on3)CC2)cc1
22. N#Cc1ccc(OCc2cccc(S(=O)(=O)N3CCOCC3)c2)cc1
23. CCOC(=O)/C(=C\Nc1ccc(OC(F)(F)F)cc1)Sc1ncc(C(F)(F)F)cc1Cl
24. COc1cc2c(cc1OC)C(=O)Cc1ccc3c(c1CN(C)CC2)OCO3
25. CCOc1ccc(CN2CCNC(=O)C2CC(=O)NCCc2cnccn2)cc1 (centres undefined)
26. CC(C)CCNC(=O)c1onc(CSc2ccccn2)c1C(=O)NCCC(C)C
27. COc1ccc(NS(=O)(=O)c2cc(NS(=O)(=O)c3cccs3)ccc2C)cc1
28. Cn1cc(CN2CCC[C@H]2CO)c(-c2cccc(Cl)c2)n1
29. COc1ccc(-n2cc(C(=O)OCc3ccc(Cl)cc3)c3ccccc3c2=O)cc1
30. CC1SC(C)C(=O)N(CC(=O)NCc2ccc(F)cc2)C1=O (centres undefined)

assay / compound	21	22	23	24	25	26	27	28	29	30
Nrf2 block	-9%	u	x	1%	12%	u	5%	12%	x	7%
pAkt inh	x	i	i	i	i	i	i	i	x	i
Abeta rescue	2%	13%	24%	-15%	15%	-2%	12%	6%	-10%	10%
MmCpn inh	x	0%	-1%	x	4%	x	2%	1%	x	1%
Nrf2 ARE act	-0.5%	0.2%	0.1%	-0.3%	-0.1%	0.3%	0.1%	0.4%	-1.1%	-0.1%
HepG2 tox	-5%	1%	0%	4%	-9%	-8%	-6%	-4%	-6%	2%
TGFb SMAD3 inh	1%	13%	-18%	-1%	-2%	-11%	0%	0%	43%[activator]	-7%
A549 tox	-1%	-2%	11%	-9%	-3%	-23%	1%	-16%	-25%	0%
CCT modulator	x	-0.9	1.2	-3.2	-2.3	-0.6	-2.2	-0.1	x	0.9

31. Cc1c(NC(C)c2cc(Cl)ccc2O)c(=O)n(-c2ccccc2)n1C (centres undefined)
32. CCCCN1c2ccccc2N(CCCO)c2cc(C)nnc21
33. CCc1ccc(NC(=O)CSc2nc3c(sc4ccccc43)c(=O)n2CCN(CC)CC)cc1
34. O=C(NCc1ccccc1CN1CCCC1)C1CCN(C(=O)c2ccc(F)cc2)CC1
35. COc1cccc(C2Nc3ccc4ccccc4c3C3=C2C(=O)CC(C)(C)C3)c1OCC(=O)O (centres undefined)
36. CCOC(=O)c1c(C)[nH]c(C)c1S(=O)(=O)NCC(=O)Nc1ccccn1
37. COC(=O)c1c(NS(=O)(=O)c2cccs2)sc2c1CCCC2
38. CCOc1ccc(NC(=O)CN(C)C(=O)c2cc(S(=O)(=O)N3CCCCC3)ccc2C)cc1OCC
39. CN(CC(=O)Nc1ccccc1Cl)C(=O)COC(=O)/C=C/c1ccccc1
40. CC(C)CC1Nc2ncnc(N3CCOCC3)c2N(Cc2ccccc2)C1=O (centres undefined)

assay / compound	31	32	33	34	35	36	37	38	39	40
Nrf2 block	2%	-4%	x	3%	2%	10%	u	-24%	1%	15%
pAkt inh	i	i	x	i	i	i	i	i	i	i
Abeta rescue	24%	1%	-10%	-13%	-7%	-4%	15%	2%	-13%	-9%&10%
MmCpn inh	0%	0%	x	-2%	-2%	1%	-2%	1%	-2%	2%
Nrf2 ARE act	5.4%	0.0%	-1.1%	-0.9%	-0.4%	-0.7%	-0.6%	0.2%	19%	-0.9%&-1.2%
HepG2 tox	-7%	-17%	-6%	-3%	2%	-4%	-23%	8%	-3%	0%&4%
TGFb SMAD3 inh	22%	0%	0%	23%	7%	-6%	-1%	u	3%	-4%&2%
A549 tox	1%	2%	-18%	0%	-1%	1%	-10%	-5%	1%	2%
CCT modulator	-2.1	-1.1	x	2.3	2.1	1.7	-1.3	-2.3	-4.7	-0.3&0.4

41. COc1cc(C(=O)OCC(=O)Nc2cccc(S(=O)(=O)N3CCOCC3)c2)ccc1OCC(C)C
42. C=CCn1c(=O)c(C(=O)Nc2cccnc2)c(O)c2ccccc21
43. CCCSc1ncc(Cl)c(C(=O)Nc2ccc(CC)cc2)n1
44. CCn1cc(/C=C/C(=O)c2ccc(O)cc2)c(C)n1

assay / compound	41	42	43	44
Nrf2 block	0%	u	u	-26%
pAkt inh	i	i	x	i
Abeta rescue	-9%	-8%	2%	-10%
MmCpn inh	-1%	-2%	x	-1%
Nrf2 ARE act	-0.4%	0.0%	3.8%	4.2%
HepG2 tox	-5%	-3%	-22%	5%
TGFb SMAD3 inh	-13%	1%	x	3%
A549 tox	-17%	u	-1%	-15%
CCT modulator	-1.3	-2.6	x	0.2

# Filtered by structure, the entries above with a furan ring, fused or not (3)
2. O=C(NC1CCCC1)C(c1ccc(N2CCOCC2)cc1)N(Cc1ccccc1)C(=O)c1ccco1 (centres undefined)
9. CCOC(=O)c1cc2c(=O)n3ccccc3nc2n(C)c1=NC(=O)c1cc2ccccc2o1
10. COc1ccc(-c2coc3c(C(=O)NCc4ccco4)cccc23)c(C)c1

assay / compound	2	9	10
Nrf2 block	2%	x	x
pAkt inh	i	x	i
Abeta rescue	13%	-13%	-20%
MmCpn inh	-1%	x	x
Nrf2 ARE act	-0.6%	-0.5%	-1.0%
HepG2 tox	-2%	-14%	-7%
TGFb SMAD3 inh	-1%	-3%	u
A549 tox	-7%	-3%	x
CCT modulator	-1.7	x	-0.3
